# IkB sig inh – IkB Signaling; 110,000 compounds, 0.04% hits; Potency, µM (titrated, usually from 57.1 µM), for inactives: at the highest dose IkBa stabilization activation; ABC-DLBCL IkBa-CBG/CBR dual luciferase ratio, 4 h; response scale: scaled: untreated 0%, proteasome inhibitor 100%; active means well fitted curve in the direction sought with a large enough effect in the signal ratio, not every such curve was filed as active; inconclusive means small, poorly fitted or top-dose-only effect, or a change in a side signal; the % refers to the signal ratio;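 further: the direction sought is a rising ratio; 0% = basal untreated cells and 100% = reference inhibitor full response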
#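 In this assay, an IκBα–CBG68 fusion accumulates when IKK-driven degradation is blocked; native CBR normalizes for cell number. OCI-Ly3 cells were treated 4 h with compound and doxycycline, then green and red light read after Chroma-Glo addition.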
# p53ts 39C tox – qHTS Screen for Compounds that Selectively Target Cancer Cells with p53 Mutations: Cytotoxicity of p53ts Cells at the Nonpermissive Temperature; AID 902, 2007; H1299-p53A138V viability at 39C, ATP luminescence, 24 h; 130,000 compounds, 1.5% hits; Potency, µM (highest dose often 46.1 µM), inactives show top-dose activity change, negative = cell killing, usual class: cytotoxic; further: nearly all actives have a fitted effect of over 55% in size
# Imprint erasure – qHTS Assay for Compounds that Induce Erasure of Genomic Imprints; mouse ES Peg3-LacZ reporter, beta-gal luminescence, 40 h; Potency, µM (series often up to 60.7 µM), for inactives: at the top dose activity change, positive = activation, actives largely listed as activators; 110,000 compounds, 0.02% hits;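 further: 0% = negative control wells on the plate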
#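 Each well holds 300 Peg3LacZ-Neo (maternal) female ES cells incubated 40 h at 37C, 5% CO2. LacZ is measured by BetaGlo luminescence, with AC50 and maximum efficacy derived from dose-response curves.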
# p53ts 32C kill – qHTS Screen for Compounds that Selectively Target Cancer Cells with p53 Mutations: Cytotoxicity of p53ts Cells at the Permissive Temperature | H1299-p53A138V at 32C, ATP luminescence viability, 24 h | Potency, µM (doses to about 46.1 µM), for the others: top-dose activity change, negative = cytotoxicity, most hits filed as cytotoxic | 130,000 compounds, 0.93% hits;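 further: 0% = DMSO and -100% = full killing by reference compound; nearly all actives have a fitted effect of over 55% in size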
#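 H1299-p53 A138V cells (temperature-sensitive p53) exposed 24 h to up to 46 uM compound at 32C, where p53 is wild-type in conformation. Viability read as ATP luminescence and normalised to DMSO and 100 uM tamoxifen. AC50 fitted with the Hill equation.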
# An asterisk follows results filed as active; ? = inconclusive; / = no result given; & = joins results of further samples; [ ] = another dose, or the depositor's remark. Unless noted, the call rests on the fitted dose curve; in most records, active means well fitted curve in the direction sought with a large enough effect; inconclusive means small, poorly fitted or top-dose-only effect, or another doubt; inactive means no such curve, though single readings can be large; an effect the other way counts as inactive or inconclusive. Unless noted, on the % scale 0 is the no-effect control and ±100 the full control effect; potency means the concentration at half of the fitted maximal effect.
SMILES,IkB sig inh,p53ts 39C tox,Imprint erasure,p53ts 32C kill
CCS(=O)(=O)NC(C)C(c1cccs1)N1CCN(C)CC1 (configuration not stated),-0.1%,5%,-13%,6%
Cc1[nH]n(C(N)=S)c(=O)c1C(c1ccccc1)C(C#N)C#N (configuration not stated),?,7%,-22%,-12%
Cc1sc2nc(C3CC3)nc(SCC(=O)NCc3ccco3)c2c1C,0.3%,-2%,-2%,1%
Cc1ccc(C)c(NC(=O)Cn2c(SCC(=O)NCc3ccccc3)nc3ccccc32)c1,0.3%,-14%,-11%[10.9 µM],-2%
COC(=O)c1ccc(NC(=O)CC2C(=O)N(c3cccc(C)c3)C(=O)N2C2CCCC2)cc1 (configuration not stated),0.4%,-23%,-5%[10.9 µM],-5%
COc1cc(S(=O)(=O)n2ccnc2C(C)C)ccc1Br,1.3%,-14%,9%[10.9 µM],-11%
CCOC(=O)/C=C1\NC(=O)CS1,0.3%,-12%,-8%,1%
O=C(Nc1cccc(Cl)c1)Nc1ccccc1OCc1cc(=O)n2ccccc2n1,?,-23%,10%[10.9 µM],-11%
CCCN1CCN(CCCNC(=O)c2cc3c(s2)-c2ccccc2OC3)CC1,?,?,-12%[10.9 µM],-17%
CCS(=O)(=O)N1CCC(C(=O)NC2CCCCCCC2)CC1,2.1%,9%,-10%,17%
Cn1c(=O)oc2cc(S(=O)(=O)N3CCCC(C(=O)NCc4cccs4)C3)ccc21 (configuration not stated),0.2%,1%,-18%,5%
Cc1ccc(Nc2nc(N)nc(CSc3nnc(-c4ccncc4)o3)n2)cc1,-0.1%,7%,-7%,0%
COc1ccccc1OCC(O)CN1C(=O)NC(C)(C)C1=O (configuration not stated),-0.4%,-8%,-4%,1%
CCOc1cccc(-c2nnc3sc(COc4ccc(C)cc4)nn23)c1,-0.5%,-2%,-8%,-13%
Nc1[nH]c(=O)ncc1F,-0.4%[25.6 µM],9%[20.6 µM],-6%[16.8 µM],2%[20.6 µM]
COc1cc(-c2coc3cc(O[C@H]4OC(CO)C(O)C(O)C4O)c(OC)c(O)c3c2=O)cc(O)c1OC (some centres not stated),/,-12%,-44%[inhibitor],-8%
CCOC(=O)c1ccccc1Nc1nc2ccc(C)cc2n2nnnc12,3.6%,-1%,-13%[10.9 µM],5%
NC(=O)c1cnccn1,0.7%&-6.3%,6%,-9%&-6%&6%,14%[1.84 µM]
Cc1cccc(NC(=O)C2CCCC2)c1,/,-9%,/,-5%
COc1ccc(Cn2nnnc2C(c2cc3ccc(OC)cc3[nH]c2=O)N2CCCCCC2)cc1 (configuration not stated),1.0%,2%,-2%,-2%
O=C(CCCC(=O)N(CC(=O)NC1CCCC1)Cc1ccccc1)Nc1ccccn1,0.7%,-1%,-13%,2%
CC(=O)NC(CCS(C)(=O)=O)C(=O)Nc1nccs1 (configuration not stated),-1.4%,0%,-13%,-3%
CCCCn1nnc(NC(=O)c2cc3ccccc3o2)n1,1.5%,-12%,-8%,-5%
CCOc1ccc(NC(=O)CSc2oc(-c3ccc(C)cc3)nc2S(=O)(=O)c2ccc(C)cc2)cc1,-1.0%,0.79µM*,-41%[inhibitor][10.9 µM],13µM*
Cc1ccc(NS(=O)(=O)c2ccc3c(c2)[C@H]2C=CC[C@H]2[C@@H](c2ccc(F)cc2)N3)cc1C,?,-21%,-16%[10.9 µM],-7%

# Given with two lines to a compound: part of the list above
# Fields – IkB sig inh | p53ts 39C tox | Imprint erasure | p53ts 32C kill
> CCOC(=O)/C=C1\NC(=O)CS1
 : 0.3% | -12% | -8% | 1%
> CCOc1cccc(-c2nnc3sc(COc4ccc(C)cc4)nn23)c1
 : -0.5% | -2% | -8% | -13%
> Cc1[nH]n(C(N)=S)c(=O)c1C(c1ccccc1)C(C#N)C#N (configuration not stated)
 : ? | 7% | -22% | -12%
> COc1ccc(Cn2nnnc2C(c2cc3ccc(OC)cc3[nH]c2=O)N2CCCCCC2)cc1 (configuration not stated)
 : 1.0% | 2% | -2% | -2%
> CCCCn1nnc(NC(=O)c2cc3ccccc3o2)n1
 : 1.5% | -12% | -8% | -5%
> Cc1ccc(C)c(NC(=O)Cn2c(SCC(=O)NCc3ccccc3)nc3ccccc32)c1
 : 0.3% | -14% | -11%[10.9 µM] | -2%
> COc1cc(-c2coc3cc(O[C@H]4OC(CO)C(O)C(O)C4O)c(OC)c(O)c3c2=O)cc(O)c1OC (some centres not stated)
 : / | -12% | -44%[inhibitor] | -8%

# Single records, as listed above. Values in the order: IkB sig inh	p53ts 39C tox	Imprint erasure	p53ts 32C kill
# COc1ccc(Cn2nnnc2C(c2cc3ccc(OC)cc3[nH]c2=O)N2CCCCCC2)cc1 (configuration not stated) is listed as 1.0%	2%	-2%	-2%
# COc1cc(S(=O)(=O)n2ccnc2C(C)C)ccc1Br is listed as 1.3%	-14%	9%[10.9 µM]	-11%
# NC(=O)c1cnccn1 is listed as 0.7%&-6.3%	6%	-9%&-6%&6%	14%[1.84 µM]
# CCCN1CCN(CCCNC(=O)c2cc3c(s2)-c2ccccc2OC3)CC1 is listed as ?	?	-12%[10.9 µM]	-17%

# Additional records follow.
SMILES,IkB sig inh,p53ts 39C tox,Imprint erasure,p53ts 32C kill
Cc1cccc(Cn2c(SCc3ccc(C(=O)N4CCC(C)CC4)cc3)nc3ccncc32)c1,?,-13%,-17%[10.9 µM],5%
COc1ccc(OC)c(CN2CCCC(C(=O)N3CCCCC3)C2)c1 (configuration not stated),3.9%,-1%,-8%,-6%
COC(=O)CN1C(=O)C(O)(CC(=O)c2ccc(C)o2)c2ccccc21 (configuration not stated),-2.1%,8%,3%,1%
CCCn1c(-c2ccc(F)cc2)nc2c(N3CCC(N(C)C)C3)nc(C)nc21 (configuration not stated),/,-1%,-10%,0%
COc1cccc(C(=O)Nc2c3c(nn2-c2cccc(C)c2C)CS(=O)(=O)C3)c1OC,-1.6%,2%,-1%,11%
C/C=C/OC(=O)NC(c1ccccc1)[C@]1(C(C)=O)CCOC1=O (some centres not stated),/,2%[9.22 µM],/,1%[9.22 µM]
CC(C(=O)Nc1ccc(C(=O)O)cc1)N1C(=O)c2ccccc2C1=O (configuration not stated),-0.3%,-5%,-5%,0%
C#CCN1C(=O)C2C(C(=O)NC)C3C=CC2(O3)C1C(=O)NCc1ccc(OC)cc1 (configuration not stated),-0.3%,7%,-8%,1%
COc1ccc(N2CCCn3c2nc2c3c(=O)n(CCCc3ccccc3)c(=O)n2C)cc1,0.3%,4%,-9%,19%
CCc1ccc(C2=C(C)C(N3CCC(C(=O)Nc4cccc(OC)c4)CC3)=NS2(=O)=O)cc1,0.3%,-21%,?,-4%
O=C(NCc1cccs1)C1CCCN(c2ncccn2)C1 (configuration not stated),0.1%,13%,-4%,8%
CCN(CC)S(=O)(=O)c1ccc2nc(NC(=O)c3cccs3)sc2c1,?,-18%,-20%,?
Cc1ccc(C)c(CNC(=O)C2CCCCN2S(=O)(=O)c2ccc(F)cc2)c1 (configuration not stated),?,-11%,4%[10.9 µM],7%
CCCCCc1nc2c(=O)[nH]c3ccccc3c2o1,-1.0%,-6%,-2%,10%
COc1ccc(-n2c(=O)c(CCc3ccccc3)nc3cnc(N4CCNCC4)nc32)cc1,-2.5%[11.4 µM],-13%,/,-7%
Cc1cc(C(=O)CSc2nnc(-c3cccnc3)n2-c2ccccc2F)c(C)n1C,4.3%,-1%,17%,-6%
CCOc1ccc2c(c1)c(=O)c(C(=O)c1ccc3c(c1)OCO3)cn2Cc1ccc(F)cc1,?,-21%,4%[10.9 µM],2%
CCCS(=O)(=O)N1CCC(C(=O)NCCN2CCCC2)CC1,-1.2%,4%,-10%,-5%
COc1ccc(NC(=O)CSc2nc(-c3cccs3)cc(C(F)(F)F)n2)cc1OC,-2.2%,17%,-20%[10.9 µM],-4%
O=C(O)c1cccc(N2C(=O)C3CC=CCC3C2=O)c1 (configuration not stated),/,12%,/,2%
COc1ccc(CNC(=O)c2ccc3c(c2)nc2n3CCCCC2)cc1,?,?,5%[10.9 µM],-26%
CCn1c(CSc2nnc(C)n2-c2ccccc2)nc2cc(S(=O)(=O)N(C)C)ccc21,1.5%,8%,-7%,2%
Cc1ccc(CNC(=O)CN(C)S(=O)(=O)c2ccc(Br)s2)cc1,?,-13%,3%[10.9 µM],13%
COc1cc(-c2nnn(CC#N)n2)ccc1OCc1ccccc1,0.8%,-5%,-10%,24%
CCOc1cc(CNCCSc2nnnn2-c2ccccc2)ccc1OC,-0.1%,-3%,-18%[10.9 µM],?

# Among those listed so far, these contain bromine.
SMILES,IkB sig inh,p53ts 39C tox,Imprint erasure,p53ts 32C kill
COc1cc(S(=O)(=O)n2ccnc2C(C)C)ccc1Br,1.3%,-14%,9%[10.9 µM],-11%
Cc1ccc(CNC(=O)CN(C)S(=O)(=O)c2ccc(Br)s2)cc1,?,-13%,3%[10.9 µM],13%

# Nothing new here: two of the compounds above.
SMILES,IkB sig inh,p53ts 39C tox,Imprint erasure,p53ts 32C kill
CC(C(=O)Nc1ccc(C(=O)O)cc1)N1C(=O)c2ccccc2C1=O (configuration not stated),-0.3%,-5%,-5%,0%
C#CCN1C(=O)C2C(C(=O)NC)C3C=CC2(O3)C1C(=O)NCc1ccc(OC)cc1 (configuration not stated),-0.3%,7%,-8%,1%

# Further structures follow:
SMILES,IkB sig inh,p53ts 39C tox,Imprint erasure,p53ts 32C kill
COC(=O)[C@H]1C[C@@H]1[C@H](NS(=O)(=O)c1ccc(-c2ccccc2)cc1)c1ccccc1,/,11%,-12%,20%
O=C(CCC(=O)c1cccs1)OCc1nnc(-c2ccccc2)o1,1.2%,-22%,1%,2%
COc1ccc(NC(=O)c2oc3ccccc3c2NC(=O)C(C)(C)C)cc1,?,2%,-7%,-9%
O=C(NC1CC(=O)N(c2ccc(F)cc2)C1)c1ccc(S(=O)(=O)N2CCOCC2)cc1 (configuration not stated),1.9%,11%,25%[10.9 µM],-4%
Cc1cc(OCC(C)C)ccc1/C(O)=C1/C(=O)C(=O)N(Cc2cccnc2)C1c1ccncc1 (configuration not stated),/,3%,/,6%
O=C(Oc1ccccc1)c1ccc2nccnc2c1,-2.4%,-8%,-7%,4%
CCn1c(COc2cccc(C)c2)nnc1SCC(=O)Nc1cccc(C(=O)O)c1,1.3%,6%,1%,-7%
COCc1cc(=O)[nH]c(/N=C(\N)Nc2ccc(C)cc2)n1,-3.6%,-3%,-8%,7%
Cc1ccc(N(C(C)C(=O)Nc2ccc(S(=O)(=O)N3CCOCC3)cc2)S(C)(=O)=O)cc1C (configuration not stated),-0.4%,12%,-14%,15%
COc1ccc(-c2nc3scc(CCNS(=O)(=O)c4cccc(C(C)=O)c4)n3n2)cc1,?,-2%,-9%[10.9 µM],-10%
Cc1ccccc1-c1nc(NCc2cccs2)c2ccccc2n1,1.8%[11.4 µM],-9%,-11%,-8%
Cc1nn(CCC(=O)Nc2cccc(C#N)c2)c(C)c1S(=O)(=O)N1CCCCC1,0.5%,-18%,-4%[10.9 µM],-10%
CCOC(=O)c1[nH]c(C)c(C(=O)NCc2cccnc2)c1C,-3.8%,7%,-2%,1%
Cc1cc(Oc2ccc(=O)n(C)n2)nc(Oc2ccc(=O)[nH]n2)n1,1.4%,12%,0%,3%
Cc1ccc(NC(=O)c2ccc3c(=O)n4nc(Nc5ccccc5C)sc4nc3c2)cc1C,?,38%[activator],9%[10.9 µM],13µM*
COc1cccc(C(=O)CN2C3=NCCCN3c3ccccc32)c1,4.0%,6%,1%,-1%
CCOC(=O)CN(C(=O)Cn1nnc(-c2ccc(OC)cc2)n1)C(C(=O)NC1CCCC1)c1ccc(F)cc1 (configuration not stated),/,14%,/,-6%
CC(=O)N1CCC2(CCN(Cc3ccncc3)CC2)CC1,0.9%[11.4 µM],-4%,/,-5%
COc1ccc(CC(=O)OCn2nnc3ccccc3c2=O)cc1,3.1%,-1%,1%,11%
Cc1onc(-c2c(F)cccc2Cl)c1C(=O)NC1=NCCS1,/,-3%,/,-11%
CC(C)(C)c1ccccc1OCC(=O)NCCC(=O)O,1.0%,-6%,-7%,-7%
CN(C)CC(=O)Nc1ccc(S(N)(=O)=O)cc1,0.0%,-5%,-8%,6%
Cc1cccc(N2CCN(C(=O)c3ccc4c(c3)N(Cc3cccc(Cl)c3)C(=O)c3ccccc3S4=O)CC2C)c1 (configuration not stated),0.6%,31%[activator],-15%[10.9 µM],21%
Cc1noc(C)c1S(=O)(=O)NCCN1CCN(c2ccccc2)CC1,0.2%,1%,-18%,3%
